Sm TGR block: inhibitors of Schistosoma mansoni thioredoxin glutathione reductase | AID 485364 | purified TGR, DTNB reduction, TNB absorbance 405 nm | actives 3% (n = 360,000) | Q962Y6 | Potency, µM (doses to about 114 µM), inactives show at the highest dose activity change, negative = inhibition, most hits filed as inhibitors; note: nearly all actives have a fitted effect of over 60% in size
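Kinetic colorimetric format: TGR-catalysed, NADPH-driven DTNB reduction monitored via TNB absorbance. Enzyme dispensed at 20 nM; compound exposure 15 min at room temperature before reaction start.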
HCV inhibitor: blocks hepatitis C virus. Huh7.5.1 HCVcc-Cre infection, luciferase reporter, 44 h. Potency, µM (series often up to 41.8 µM), for inactives: at the highest dose activity change, negative = inhibition, hits mostly inhibitors. actives 3.4% (n = 340,000). AID 651820
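Antiviral activity was scored by luciferase reporter output from cells infected with HCVcc-Cre (~0.5 moi) in presence of compound, 44 h infection period, cells seeded 1,000/well 4 h prior.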
TbPYK inhibitor: inhibitors of Trypanosoma brucei pyruvate kinase; Q57TT1; TbPYK enzyme, Kinase-Glo Plus ATP luminescence, 45 min; Potency, µM (top dose mostly 76.8 µM), for inactives: at the highest dose activity, negative = inhibition, most hits filed as inhibitors; actives 0.12% (n = 410,000); AID 624173; note: nearly all actives have a fitted effect of over 50% in size
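Luminescent Kinase-Glo Plus end-point after 45 min room-temperature reaction of T. brucei pyruvate kinase started with 130 uM ADP (final). Buffer TEA 50 mM pH 7.2 with KCl, MgCl2, BSA, Tween-20; titration-based qHTS with fitted concentration-effect curves.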
Pf growth 48h: inhibits P. falciparum growth in the first generation, 48 h | P. falciparum luciferase growth in erythrocytes, 48 h | Potency, µM (top dose mostly 28.7 µM), for inactives: at the highest dose activity change, negative = inhibition, actives largely listed as inhibitors | actives 5.9% (n = 310,000) | AID 504832
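A one-generation exposure of luciferase-tagged malaria parasites in RPMI 1640/Albumax erythrocyte culture, 37 C and 5% CO2. Inhibition is inferred from decreased luminescence after adding detection reagent.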
LmPK inh: blocks Leishmania mexicana pyruvate kinase activity; actives 0.37% (n = 290,000); Potency, µM (doses to about 57.5 µM), inactives show top-dose activity change, negative = inhibition, most hits filed as inhibitors; purified LmPK, Kinase-Glo ATP luminescence, 1 h; Q27686
Target sequence (Q27686 whole entry, looked up): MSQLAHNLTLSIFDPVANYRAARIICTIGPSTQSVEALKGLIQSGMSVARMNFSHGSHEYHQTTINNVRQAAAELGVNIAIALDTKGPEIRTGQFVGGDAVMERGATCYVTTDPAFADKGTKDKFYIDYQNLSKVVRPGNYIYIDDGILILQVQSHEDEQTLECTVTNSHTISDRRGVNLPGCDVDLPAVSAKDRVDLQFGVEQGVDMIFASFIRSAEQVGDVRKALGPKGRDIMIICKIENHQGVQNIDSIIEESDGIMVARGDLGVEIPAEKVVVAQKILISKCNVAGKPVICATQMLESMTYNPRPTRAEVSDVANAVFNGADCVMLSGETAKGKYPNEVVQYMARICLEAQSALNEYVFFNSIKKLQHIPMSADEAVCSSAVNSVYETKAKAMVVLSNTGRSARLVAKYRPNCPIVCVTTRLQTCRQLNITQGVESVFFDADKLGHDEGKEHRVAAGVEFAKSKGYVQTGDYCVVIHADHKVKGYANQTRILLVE
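ATP generated from ADP (0.1 mM) and PEP (0.5 mM) by 0.1 nM LmPK over 1 h at room temperature (pH 7.2 imidazole buffer) was detected by coupled luciferase luminescence. Values were normalized to uninhibited and no-enzyme wells.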
Pf growth 96h: P. falciparum growth inhibition at 96 hours. P. falciparum luciferase reporter growth, 96 h. Potency, µM (titrated, usually from 28.7 µM), without a hit: top-dose activity change, negative = inhibition, usual class: inhibitors. actives 6.9% (n = 320,000)
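Parasite growth measured via integrated firefly luciferase reporter in P. falciparum. Infected erythrocytes at 2% hematocrit, 0.05% parasitemia final were treated 96 hours at 37 C under 5% CO2, and luminescence was read.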
* marks the source's active call; other numbers are inactive results; ? = inconclusive; / = not tested or not shown; & = joins results of further samples; [ ] = another dose, or the depositor's remark. Calls come from the whole dose curve; as a rule, active = well fitted curve in the direction sought with a large enough effect; inconclusive = small, poorly fitted or top-dose-only effect, or another doubt; inactive = no such curve, though single readings can be large; an effect the other way counts as inactive or inconclusive. % is set by controls: 0 for no effect and ±100 for the full control effect; potency is the fitted concentration of half-maximal effect.

(1) Brc1ccc(-c2nnc3ccc(N4CCN(c5ccccc5)CC4)nn23)cc1
(2) O=C(CNC(=S)NC(=O)c1ccccc1Br)c1ccccc1
(3) CC(=O)NC(CCS(C)(=O)=O)C(=O)Nc1cccc(C)c1 (configuration not stated)
(4) O=C1CC(C(=O)O)(c2ccccc2)c2cccc(F)c21 (configuration not stated)
(5) COc1ccc(-c2ccc3c(c2)S(=O)(=O)c2cccc(C(=O)NC4CCCCC4)c2C3=O)cc1OC
(6) OC(CNC1Cc2ccccc2C1)c1ccccc1 (configuration not stated)
(7) Cc1ccc(C(=O)NN2C(=O)C3C(C2=O)C2C=CC3C23CC3)cc1 (configuration not stated)
(8) c1ccc(-c2nnnn2-c2ccccc2)cc1

screen / no.	1	2	3	4	5	6	7	8
Sm TGR block	0%	7%	-13%	-25%	-17%	0%	10%	5%
HCV inhibitor	-26%	17%	7%	22%	-3%	9%	16%	4%
TbPYK inhibitor	0%	-5%	1%	1%	5%	5%	3%	3%
Pf growth 48h	?	15%	-3%	13%	35%[activator]	12µM*	-4%	3%
LmPK inh	-3%	1%	-7%	5%	/	-1%	-4%	-1%
Pf growth 96h	12µM*	9%	0%	1%	53%[activator]	13µM*	?	0%

(9) COc1ccc(NC(=O)c2cc(C3CC3)on2)c(OC)c1
(10) Cc1[nH]n(-c2ccccc2)c(=O)c1/C=N/O
(11) CCOC(=O)N1CCN(CCC(=O)Nc2ccc(OC)cc2OC)CC1
(12) COc1ccc(S(=O)(=O)NC(CC(=O)N2CCC3(CC2)OCCO3)c2ccco2)cc1 (configuration not stated)
(13) COc1ccc(NC(=O)CSc2nc3ccncc3[nH]2)c(OC)c1
(14) CC(C)(CO)Nc1nc(N2CCCC2)nc(N2CCCC2)n1
(15) O=C(Nc1cccnc1)c1cc(-c2ccc(Br)cc2)nc2ccccc12
(16) COc1ccc(CCN2CC(C(=O)N(C)CC(=O)Nc3cccc(F)c3)CC2=O)cc1OC (configuration not stated)

screen / no.	9	10	11	12	13	14	15	16
Sm TGR block	3%	-6%	-1%	-21%	-12%&2%	-18%	3%	-13%
HCV inhibitor	5%	10%	1%	-3%&1%	-22%	?	3.2µM*	-2%
TbPYK inhibitor	2%	0%	-1%	1%	-5%&1%	-4%	1%	7%
Pf growth 48h	94%[activator]	36%[activator]	-9%	1%	15%	?	?	3%
LmPK inh	-3%	-7%	-9%	-4%	0%	-4%	-5%	-7%
Pf growth 96h	0%	?	-76%	?	-30%	?	-8%	24%

From entry 9 to 13, as listed above:
(9) COc1ccc(NC(=O)c2cc(C3CC3)on2)c(OC)c1
(10) Cc1[nH]n(-c2ccccc2)c(=O)c1/C=N/O
(11) CCOC(=O)N1CCN(CCC(=O)Nc2ccc(OC)cc2OC)CC1
(12) COc1ccc(S(=O)(=O)NC(CC(=O)N2CCC3(CC2)OCCO3)c2ccco2)cc1 (configuration not stated)
(13) COc1ccc(NC(=O)CSc2nc3ccncc3[nH]2)c(OC)c1

screen / no.	9	10	11	12	13
Sm TGR block	3%	-6%	-1%	-21%	-12%&2%
HCV inhibitor	5%	10%	1%	-3%&1%	-22%
TbPYK inhibitor	2%	0%	-1%	1%	-5%&1%
Pf growth 48h	94%[activator]	36%[activator]	-9%	1%	15%
LmPK inh	-3%	-7%	-9%	-4%	0%
Pf growth 96h	0%	?	-76%	?	-30%

The listing continues.
(17) CCCCN(C(=O)c1ccc(N2C(=O)c3ccccc3C2=O)cc1)c1c(N)n(CC(C)C)c(=O)[nH]c1=O
(18) CC(C)CC(=O)Nc1ccc(S(=O)(=O)Nc2nccs2)cc1
(19) O=C(OCc1nc2ccccc2[n+]([O-])c1C(=O)c1ccccc1)c1ccco1
(20) CCCCn1c(SCC(=O)NCc2ccco2)nc2ccccc2c1=O
(21) Cn1cc(CN2CCC(n3nccc3NC(=O)CCc3ccccc3)CC2)cn1
(22) CC(C)(C)c1cc(C2=CSC3=NCCN23)cc(C(C)(C)C)c1O
(23) COc1cccc(NC(=O)COC(=O)c2cc(=O)c3ccccc3o2)c1
(24) COc1ccc(Cn2c(-c3ccco3)nc3oc4cc(OC)ccc4c(=O)c3c2=O)cc1

screen / no.	17	18	19	20	21	22	23	24
Sm TGR block	4%	10%	-19%	-20%	1%	-9%	-9%	?
HCV inhibitor	-13%	-3%	12%	?	/	5.6µM*	4%	?
TbPYK inhibitor	1%	2%	-2%	-2%	2%	5%	2%	3%
Pf growth 48h	39%[activator]	6%	12%	/	-1%	?	12%	?
LmPK inh	/	-2%	-1%	1%	-1%	-1%	/	1%
Pf growth 96h	15%	-2%	16%	-42%	?	4.7µM*	-16%	?

(25) O=c1[nH]ncc2c3ccccc3n(Cc3ccccc3)c12
(26) O=C(Nc1ccc(-c2nc3ccccc3[nH]2)cc1)c1c(F)c(F)c(F)c(F)c1F
(27) CCCn1nc(C(=O)N2CCCc3ccccc32)c2ccccc2c1=O
(28) O=C(Nc1ccc(N2CCN(C(=O)c3ccco3)CC2)cc1)c1ccco1
(29) N#Cc1ccccc1-c1ccccc1C(=O)N1CCCCC1
(30) CCn1c(O)c(/C=C2\C=Nc3ccccc32)sc1=O
(31) CCOc1nnnc2c1sc1nc(N3CCOCC3)c3c(c12)CCCC3
(32) O=C(COC(=O)CNS(=O)(=O)c1ccc(F)c(F)c1F)NC1CC1

screen / no.	25	26	27	28	29	30	31	32
Sm TGR block	-9%	8%	5%	2%[57.1 µM]	-13%	1%	10%	1%
HCV inhibitor	-8%	?	-26%	5%	5%	?	8%	25%
TbPYK inhibitor	-3%	6%	-1%	0%	-2%	-3%	-1%	-10%
Pf growth 48h	-10%	15%	0%	-9%	-20%	82%[activator]	/	0%
LmPK inh	6%	0%	7%	-7%	-3%	1%	-3%	/
Pf growth 96h	11%	?	-23%	?	-6%	7.4µM*	-7%	11%

Along the list, as entered above:
Pf growth 48h, compounds 1–8 → ?, 15%, -3%, 13%, 35%[activator], 12µM*, -4%, 3%
LmPK inh, compounds 1–8 → -3%, 1%, -7%, 5%, /, -1%, -4%, -1%
Pf growth 96h, compounds 1–8 → 12µM*, 9%, 0%, 1%, 53%[activator], 13µM*, ?, 0%

Further compounds follow.
(33) CCC(=O)NCCCCNC(=O)CC
(34) O=C(Nc1cccc(F)c1)c1ccc2ncsc2c1
(35) CN(C(=O)CSc1nnc(-c2ccncc2)n1-c1ccccc1)C1CCS(=O)(=O)C1 (configuration not stated)
(36) N=C1c2ccccc2CN1NC(=O)c1cccc(S(=O)(=O)N2CCCC2)c1
(37) O=C(Nc1cccc(-c2cnc3ccccc3n2)c1)c1ccncc1
(38) CCOC(=O)C1CCCN(C(=O)COc2ccc(N(C)S(=O)(=O)c3ccc(F)cc3)cc2)C1 (configuration not stated)
(39) COc1ccc(/C=C2\N=C(C(C)(C)C)OC2=O)c(OC)c1
(40) Cc1cc(OC(C)C(=O)NCc2cccnc2)c2c(C)c(Cc3ccccc3)c(=O)oc2c1 (configuration not stated)

screen / no.	33	34	35	36	37	38	39	40
Sm TGR block	-3%	13%	-14%	9%	-1%	4%	6%	4%
HCV inhibitor	17%	-7%	5%	-5%	?	-16%	14%	13µM*
TbPYK inhibitor	4%	-3%	-3%	-10%	-3%	-4%	4%	-5%
Pf growth 48h	7%	30%	-14%	0%	?	?	30%[activator]	?
LmPK inh	-2%	1%	5%	-11%	0%	-3%	-1%	0%
Pf growth 96h	7%	-1%	-2%	-23%	117%[activator]	?	32%[activator]	?

(41) O=C1CC(C(=O)N2CCOCC2)C2(CCCC2)O1 (configuration not stated)
(42) CCc1ccc(NC(=O)Nc2cccs2)cc1
(43) O=C(NC(=S)Nc1ccc2c(c1)C(=O)c1ccccc1C2=O)c1ccc(F)cc1
(44) CCOc1ncccc1-c1nc(-c2cccs2)no1
(45) COc1ccc(NC(=O)c2oc3ccccc3c2NC(=O)C(C)(C)C)cc1
(46) CCOC(=O)c1c[nH]c2c3c(ccc2c1=O)CCCC3
(47) COc1ccc(CCN2CC(C(=O)NCc3ccc(F)cc3)CC2=O)cc1OC (configuration not stated)
(48) COc1ccccc1-c1ccc(NC2CCCCC2)nn1

screen / no.	41	42	43	44	45	46	47	48
Sm TGR block	0%	-16%	-14%	-7%	4%	6%	18%	7%
HCV inhibitor	0%	-1%	5%	-9%	?	?	-8%	22µM*
TbPYK inhibitor	-2%	-5%	/	1%	1%	-6%	4%	-1%
Pf growth 48h	17%	24%	173%[activator]	/	?	0.33µM*	6%	122%[activator]
LmPK inh	-13%	-7%	-4%	4%	-5%	3%	-5%	-1%
Pf growth 96h	-15%	67%[activator]	205%[activator]	-8%	?	?	7%	81%[activator]

(49) Cn1c(SCC(=O)Nc2ccccc2O)nnc1-c1ccco1
(50) Cc1cc(SCC(=O)NCC2CCCO2)nc2ccccc12 (configuration not stated)
(51) COc1ccc2[nH]c(=O)c(COC(=O)c3cccs3)cc2c1
(52) Cc1ccc(OCCCN2C(=O)C(=O)c3cccc(C)c32)cc1
(53) CCOC(=O)C1(CCc2ccccc2)CCN(C(=O)CN2C(=O)CSC2=O)CC1
(54) O=C(O)c1ccccc1N=Cc1c(O)n(-c2nccs2)c(=O)c2ccccc12
(55) CSc1ccc(S(=O)(=O)NCc2ccccc2)cc1
(56) Cc1ccc(C(=O)N(C)CC(=O)Nc2cccc(C)c2C)o1

screen / no.	49	50	51	52	53	54	55	56
Sm TGR block	0%	-19%	8%	-26%	-5%	5%	7%	-15%
HCV inhibitor	1%	6%	33%[activator]	-24%	0%	-4%	13%	0%
TbPYK inhibitor	-25%	3%	7%	-2%	1%	1%	0%	5%
Pf growth 48h	-3%	3%	22%	-12%	31%[activator]	7%	25%	-8%
LmPK inh	-16%	-5%	0%	1%	2%	0%	5%	-1%
Pf growth 96h	-5%	1%	0%	11%	-3%	1%	/	15%

(57) Cc1ccc(C(=O)N/N=C\c2ccc(OC(=O)c3cccc(F)c3)cc2)cn1
(58) Cc1ccccc1C(=O)N1CCN(c2ccc(N3CCOCC3)nn2)CC1
(59) COc1ccccc1C(=O)N1CCN(Cc2nc3cc([N+](=O)[O-])ccc3n2C)CC1
(60) Clc1cccc(Cl)c1OCCCCN1CCCCC1
(61) CN1CCc2c(sc3c2C(=O)NC(c2cccs2)N3)C1 (configuration not stated)
(62) COc1ccccc1-c1nnc(SCC(=O)Nc2ccc(S(N)(=O)=O)cc2)n1N
(63) CCCn1c(CNS(=O)(=O)c2ccc(C)cc2)nc2ccccc21
(64) S=c1[nH]nc(CCc2nc3ccccc3[nH]2)n1-c1ccccc1
(65) CC1(C)Cc2cccc(OCC(=O)N3CCN(c4ccccc4Cl)CC3)c2O1
(66) Cc1ccc2nc(SCC(=O)NCc3ccco3)nc(=O)n2c1
(67) C=CCn1c(SCc2nc(N)nc(N3CCCCC3)n2)nnc1-c1ccco1

screen / no.	57	58	59	60	61	62	63	64	65	66	67
Sm TGR block	2%	5%	-10%	-7%	-21%	-3%	-17%	-10%[57.1 µM]	-2%	-27%	-32%
HCV inhibitor	11%	?	12%	16%	7%	3%	2%	-4%	?	-12%[8.37 µM]	16%
TbPYK inhibitor	-7%	1%	-3%	10%	1%	1%	8%	?	4%	2%	1%
Pf growth 48h	-22%	-2%	-9%	150%[activator]	66%[activator]	9%	-1%	3%	?	22%	31%[activator]
LmPK inh	-3%	/	3%	0%	-2%	0%	1%	-12%	/	/	0%
Pf growth 96h	?	1%	?	203%[activator]	36%[activator]	11%	?	?	?	34%[activator]	35%[activator]

Screening data from PubChem BioAssay.
